Compound activity as filed in PubChem BioAssay.
PrPC surface inh – inhibitors of human cell surface prion protein PrPC | AID 720596 | P04156 | 370,000 tested, 0.43% active | inhibition, % at 13.8 µM | TR-FRET read-out; in the data active = inhibition above about 24%; note: 0% = median of the test wells and 100% = reference compound wells
CCHFV vOTU inh – CCHFV vOTU protease inhibition | Pep-AMC fluorescence | inhibition, % at 11.5 µM | 370,000 tested, 0.55% active | AID 651958; in the data active = inhibition above about 30%; note: 0% = vehicle wells with enzyme and 100% = no enzyme wells
Vc quorum ag – inducers of Vibrio cholerae quorum light production without autoinducers | V. cholerae BH1578 lux reporter, luminescence, 6 h | activation, % at 18.7 µM | 350,000 tested, 0.16% active | AID 588436; in the data active = activation mostly above about 9.7%, no sharp cut-off; note: not every result past the cut was called active; inactives centre near 0; reference of the scale not given here
3CLpro inhibitor – SARS-CoV 3CLpro protease inhibition; P0C6X7; recombinant SARS-CoV 3CLpro, quenched FRET peptide cleavage; inhibition, % at 6 µM; 290,000 tested, 0.14% active; AID 1706; in the data active = inhibition above about 12%
DUSP3 inh – blocks human VHR1 dual specificity phosphatase; P51452; recombinant VHR phosphatase, pNPP absorbance; inhibition, % at 13.3 µM; 290,000 tested, 0.52% active; AID 1654; in the data active = inhibition above about 50%; note: some compounds called inactive have numbers as strong as hits
Target sequence (P51452 whole entry, looked up): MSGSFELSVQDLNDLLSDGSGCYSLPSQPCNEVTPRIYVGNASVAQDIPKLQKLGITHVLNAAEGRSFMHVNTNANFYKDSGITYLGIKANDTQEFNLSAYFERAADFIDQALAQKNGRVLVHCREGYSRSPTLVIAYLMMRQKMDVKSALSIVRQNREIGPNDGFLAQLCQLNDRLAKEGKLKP
Rv3671c inh – inhibits the M. tuberculosis serine protease Rv3671c | 320,000 tested, 0.048% active | AID 2606 | inhibition, % at 5.96 µM; in the data active = inhibition above about 38%;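 note: extracellular domain of Rv3671c used as enzyme; 0% = enzyme with DMSO and 100% = no enzyme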
Target sequence (P9WHR9 whole entry, looked up, the tested form may be a part): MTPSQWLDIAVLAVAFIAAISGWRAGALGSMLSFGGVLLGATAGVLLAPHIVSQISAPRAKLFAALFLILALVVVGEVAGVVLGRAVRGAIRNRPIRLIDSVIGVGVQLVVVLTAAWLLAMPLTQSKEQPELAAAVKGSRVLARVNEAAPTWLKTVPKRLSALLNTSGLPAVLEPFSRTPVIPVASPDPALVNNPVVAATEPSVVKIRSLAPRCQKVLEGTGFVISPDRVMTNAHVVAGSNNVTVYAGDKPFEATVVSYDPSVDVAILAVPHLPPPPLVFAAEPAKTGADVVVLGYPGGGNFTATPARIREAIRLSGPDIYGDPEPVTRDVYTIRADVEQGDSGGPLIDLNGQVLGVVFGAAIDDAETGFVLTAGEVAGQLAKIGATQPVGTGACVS
Yp Topo-I inh – inhibitors of Yersinia pestis topoisomerase I; Y. pestis Topo-I cleavage product accumulation, plate reader; activity, % at 10 µM; 360,000 tested, 0.064% active; in the data active = activity above about 50%, passing the limit was not always enough; note: inactives centre near 2
MazEF act – activators of E. coli MazEF toxin-antitoxin RNase; P0AE70; FAM/BHQ RNA-DNA oligo cleavage fluorescence, 5 h; activation, % at 20 µM; 350,000 tested, 0.32% active; in the data active = activation above about 50%
Target sequence (P0AE70 whole entry, looked up): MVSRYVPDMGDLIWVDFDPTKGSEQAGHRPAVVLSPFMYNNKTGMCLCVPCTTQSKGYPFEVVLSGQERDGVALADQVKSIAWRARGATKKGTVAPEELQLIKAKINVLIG
TcdB inh – blocks C. difficile toxin B glycohydrolase activity. P18177. TcdB glycohydrolase enzymatic assay, plate reader. inhibition, % at 9.99 µM. 350,000 tested, 0.24% active. AID 652162; in the data active = inhibition above about 10%
PriA SSB inh – inhibitors of Klebsiella pneumoniae PriA binding to SSB C-terminal tail; AlphaScreen SSBct-PriA binding, biotinylated peptide; 430,000 tested, 0.6% active; inhibition, % at 33 µM; in the data active = inhibition mostly above about 37%, no sharp cut-off; inactive = mostly below about 20%;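 note: plate controls were negative control peptide for no effect and reference peptide for full effect; strong numbers were not always called active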
* hit, by the source's call; i = inactive; x = no result given; & = joins results of further samples.

Second line of a record – PrPC surface inh	CCHFV vOTU inh	Vc quorum ag	3CLpro inhibitor	DUSP3 inh	Rv3671c inh	Yp Topo-I inh	MazEF act	TcdB inh	PriA SSB inh
COc1ccccc1NC(=O)C(C)OC(=O)CCCN=C1NS(=O)(=O)c2ccccc21 (stereo unspecified)
→ -5	1	-0.3	x	x	-6	-8	-16	2.9	-8
N#Cc1ccccc1OCC(=O)NC(=O)NCc1ccco1
→ -4	15	-0.8	5	11	-8	-4	-4	0.4	0
Cc1ccc(NS(=O)(=O)c2ccc(F)cc2)nc1
→ -3	-3	-1.6	-1	8	3	-2	1	-0.1	-1
Cc1ccc(COc2ccc(CNCCCN3CCCCCC3=O)cc2)cc1
→ -8	20	0.2	-1	-23	1	15	15	1.6	-5
Nc1ccc(S(N)(=O)=O)cc1N
→ -15	-4	i	-3	-8	-5	-8	-47	1.9	-9
Cc1ccccc1OCCN1C(=O)NC2(CCCc3ccccc32)C1=O (stereo unspecified)
→ -6	11	i	5	25	-1	4	-1	x	-12
OC(c1ccc(F)cc1)c1nc(-c2ccoc2)cs1 (stereo unspecified)
→ 6	-5	-0.3	x	x	x	-11	x	1.1	x
CCCc1ccc(OCc2ccc(C(=O)Nc3cccc(C)n3)o2)c(OC)c1
→ -7	-7	i	3	26	-3	-12	-2	0.5	-14
O=C(CCCN1C(=O)c2ccccc2C1=O)Nc1c2c(nc3c1CCC3)CCC2
→ 2	5	i	1	17	x	6	-7	x	-12
OC1CCN(C(c2ccc3ncccc3c2)c2nnnn2C2CCCCC2)CC1 (stereo unspecified)
→ 7	-13	i	3	-2	-6	0	7	1.1	-26
C=Cn1cc[n+](CC(=O)c2ccc(C)cc2)c1
→ 6	3	-0.3	4	4	6	9	-26	1.6	-3
CCSc1nnc(NC(=O)C2CCCN(S(=O)(=O)c3cnc[nH]3)C2)s1 (stereo unspecified)
→ -4	-3	-0.2	-6	2	-3	-4	16	1.0	-10
Cc1cc2nc3n(c2cc1C)CC1CC(C(=O)NCc2cccc(Br)c2)N(C)C31 (stereo unspecified)
→ -3	3	-0.4	x	x	5	11	7	1.1	-2
CCC(=O)c1ccc(OCC(=O)OC(C)C(=O)N2CCc3ccccc32)cc1 (stereo unspecified)
→ 2	10	i	x	x	1	-5	0	0.4	-3
CCNC(=S)NNC(=S)NCc1ccccc1
→ -1	-4	-0.4	4	27	-11	3	3	-4.0	-3
O=C(NCCc1ccc(F)cc1)C(=O)NCC1CCCN1S(=O)(=O)c1cccs1 (stereo unspecified)
→ 4	0	-0.7	x	x	-7	14	1	-0.5	5
O=C(O)/C=C\c1cccc(-n2nnnc2SCc2ccccc2F)c1
→ -2	6	-0.3	0	x	4	-6	-10	-13	-11
COc1c(C)cccc1C(=O)Nc1cc(-c2nn3c(C)nnc3s2)ccc1C
→ -6	0	-0.2	2	x	0	-4	17	-0.3	-3
NNC(=S)Nc1cccc(-c2n[nH]c(=S)o2)c1
→ 17	-10	-0.7	2	8	10	-3	1	0.4	2
COc1ccccc1NC(=S)NCCc1ccccc1
→ -5	6	3.2	4	13	-6	-2	3	x	-3
COc1ccc2c(c1)c(C(=O)N/N=C/c1ccc(Br)cc1)c(C)n2C
→ 7	7	i	-1	8	2	-1	0	0.9	i
CCOC(=O)c1ccc(NC(=O)Nc2c(C)nn(C)c2C)cc1
→ -3	-6	-0.5	-3	-6	2	-5	1	x	-5
CCc1ccc(NC(=O)COc2ccc3c(c2)OCO3)cc1
→ 12	-1	i	4	-23	-1	0	7	-0.2	-5
Cc1cc(C)n(CC2CC(=O)N(c3ccccc3)C2=O)n1 (stereo unspecified)
→ 2	2	-0.5	8	13	2	-4	-1	-1.4	-6
CCN1CCN(C(=O)Cn2ncc3ccsc3c2=O)CC1
→ -1	-4	-0.4	1	-10	2	3	3	0.4	0
CCn1c(N2CCN(C(=O)/C=C/c3ccccc3)CC2)nc2ccccc21
→ -5	-1	-0.3	-1	40	-1	29	5	0.7	-5
O=[N+]([O-])c1cc(/C=N/O)ccc1SCc1ccccc1
→ -19	0	-2.1	6	29	-3	-1	6	x	x
CC1CCN(S(=O)(=O)c2ccc(NC(=O)[C@@H]3CCCC[C@@H]3C(=O)O)cc2)CC1
→ -3	-16	-0.1	-1	46	9	0	2	-1.2	-11
O=C(/C=C/c1cccc([N+](=O)[O-])c1)NCCSCc1cccc(Cl)c1
→ 3	12	-0.1	6	-8	-17	19	-2	x	0
O=S(=O)(Nc1ccccc1N1CCCCC1)c1ccccc1
→ 5	3	i	-3	0	-1	12	-1	0.8	19
CCCC1C2C(=O)N(c3ccccc3)C(=O)C2ON1c1ccccc1 (stereo unspecified)
→ -1	-10	3.3	8	37	-4	-3	2	x	2
COC(=O)c1ccc(NC(=O)CSc2nnc(COc3ccc4c(c3)CCCC4)o2)cc1
→ 2	9	-0.2	-4	-9	1	7	-3	0.1	-10
COc1ccc(S(=O)(=O)N2CCOC23CCN(S(=O)(=O)c2ccc(Cl)cc2)CC3)cc1
→ -7	5	-1.0	x	x	4	19	-8	-1.3	1
CCCC(C)C1c2c(c(C)c(C)oc2=O)Oc2c(C)c(C)oc(=O)c21 (stereo unspecified)
→ -5	9	2.3	x	x	7	10	13	-0.2	-1
Cc1n[nH]c2ccc([N+](=O)[O-])cc2c1=O
→ -28	7	-5.9	x	x	x	4	-2	2.7	x
Cc1ccc(NC2SC(=O)N(Cc3cccc(C(=O)O)c3)C2=O)cc1 (stereo unspecified)
→ 3	9	7.7	7	-10	0	-3	-2	x	-13
Cc1ccc(-c2nnn3c2nc(Cl)c2ccccc23)cc1
→ -10	-1	-0.5	-3	16	x	-1	-15	0.7	5
CC1CN(Cc2nc3c(c(=O)n(C)c(=O)n3C)n2Cc2cccc(Cl)c2)CC(C)O1 (stereo unspecified)
→ 2	-5	-0.1	0	24	-2	0	16	1.4	-10
CCOc1cc(OCC)nc(S(C)(=O)=O)n1
→ 6	0	-0.2	4	-17	10	8	11	x	-8
CCOc1cc(C(=O)Nc2ncccn2)cc(OCC)c1OCC
→ 0	4	i	-1	-28	5	1	6	x	-14
O=C(CSc1nnc(-c2ccc(OC(F)F)cc2)o1)NCc1cccs1
→ -7	-1	-3.2	2	-5	4	-1	-5	x	-5
COc1ccc(-n2nc(C(=O)NCC(=O)NCc3ccco3)c3ccccc3c2=O)cc1Cl
→ -9	2	i	0	15	-1	8	8	x	-11
CCOC(=O)c1cnc(SC)nc1NCCOC
→ -11	-5	-0.3	-1	3	6	-9	-1	-1.8	-12
O=C(CCn1c(=S)oc2ccccc21)NCCC1=CCCCC1
→ -7	20	-0.5	4	10	3	2	2	2.5	-5
COc1ccc(Nc2nc(N)c([N+](=O)[O-])c(NC3CCCCC3)n2)cc1
→ 10	24	-0.4	7	x	-52	9	-4	2.2	36
NC(=O)c1ccc(OCC2CCCO2)cc1 (stereo unspecified)
→ -1	-2	-4.5	-2	-12	-1	8	11	0.5	-1
C=CCn1c(O)c(C(C)=Nc2cc(OC)ccc2OC)c(=O)[nH]c1=O
→ -2	-1	12	0	12	1	-2	-15	x	-30
COc1ccc(C2=CSC3=NCCN23)cc1Br
→ -6	13	i	x	x	4	-10	-1	1.2	2
COc1ccc(CC(=O)OCC(=O)N2CCCc3ccccc32)cc1OC
→ 4	-6	i	x	x	7	8	7	1.8	3
Cc1cc(C)n2nc(C(=O)OCCOc3ccc(F)cc3)nc2n1
→ 1	1	0.6	0	-11	4	-11	-6	x	-10
CCCn1cc(S(=O)(=O)CC(=O)NC2CCCCC2)c2ccccc21
→ 2	8	-0.9	5	22	2	3	-5	x	-7&-12
Cc1ccc(S(=O)(=O)C(NC(=O)c2ccccc2)=C(Cl)Cl)cc1
→ -3	0	i	0	x	-8	-8	1	x	-10
O=C(Nc1ccccn1)C12CC3CC(CC(C3)C1)C2
→ 5	-17	i	-5	27	2	6	3	0.8	0
CS(=O)(=O)N(CC(=O)Nc1ccccc1C(=O)N1CCOCC1)c1ccc(F)c(Cl)c1
→ 3	-2	i	-3	-9	-8	-6	4	-1.0	4
CCc1ccc(NC(=O)CSc2nc3[nH]ncc3c(=O)[nH]2)cc1
→ 0	3	-5.6	1	2	4	-2	4	1.4	0
O=C(Oc1cccc(N2C(=O)C3C4c5ccccc5C(c5ccccc54)C3C2=O)c1)c1ccco1 (stereo unspecified)
→ -1	4	-0.3	6	22	-17	14	-1	x	12
COc1ccc(OCCOCCOc2ccc(C)cc2[N+](=O)[O-])cc1
→ 3	4	i	0	-1	-5	0	3	x	-18
Cc1ccc(NC(=S)N2CCCC(CO)C2)c(C)c1 (stereo unspecified)
→ 3	12	2.8	1	17	0	2	1	-5.5	-20
Cc1ccc(S(=O)(=O)N2CCN(S(=O)(=O)c3ccccc3Br)CC2)cc1
→ -8	7	0.6	x	x	x	7	0	-0.4	-1
CN(CC(=O)NNC(=O)CNC(=O)c1ccccc1Cl)S(=O)(=O)c1ccc(Cl)cc1
→ 4	-5	i	x	x	-3	-6	-13	1.1	9

Remaining list, next part
Second line of a record – PrPC surface inh	CCHFV vOTU inh	Vc quorum ag	3CLpro inhibitor	DUSP3 inh	Rv3671c inh	Yp Topo-I inh	MazEF act	TcdB inh	PriA SSB inh
CCOC(=O)Nc1ccc2c(CN3C(=O)NC(CC)(CC)C3=O)cc(=O)oc2c1
→ -12	-227	x	2	27	-6	x	1	x	-9
O=C1CC(NC(=O)C(F)(F)F)=NN1c1ccccc1
→ 9	18	-0.3	2	17	0	2	1	0.0	4&-1
CCCNc1c(NS(=O)(=O)c2ccc(C)c(C)c2)c(=O)oc2ccccc12
→ -7	4	-0.3	-2	-6	4	2	-9	1.5	-4
Cc1cc(NC(=O)c2c([N+](=O)[O-])cnn2C)no1
→ -2	-19	1.3	1	26	8	0	38	x	2
N#Cc1ccsc1NC(=O)CN1CCN(Cc2ccccc2)CC1
→ -6	12	-0.2	3	37	7	-4	6	3.1	-21
CCn1nccc1NC(=O)c1csc([C@H]2C[C@H](O)[C@@H](CO)O2)n1
→ 3	-17	-0.3	x	x	x	-1	x	0.4	x
Nc1ccn(CC(=O)NCCCc2ccccc2)c(=O)n1
→ -2	-4	0.8	x	x	0	-7	3	-1.4	-16
Cc1nn(CC(=O)Nc2ccc(Br)cc2F)c(=O)c2cccn12
→ -4	11	-0.3	0	-7	-6	2	12	0.8	-8
CCOc1ccc(Br)cc1S(=O)(=O)Nc1ccc(C(=O)OCC(=O)N(C)c2ccccc2)cc1
→ 1	11	-2.1	1	13	-23	24	3	x	4
Cc1cccc(C(=O)N2CC3(C)CC2CC(C)(C)C3)c1 (stereo unspecified)
→ 7	-1	-1.0	1	-1	-1	7	-2	x	12
Cc1nc(-c2ccncc2)sc1C(=O)Nc1ccc(Cl)cc1
→ 2	3	-0.2	-3	-3	-11	3	6	1.4	16
CC1CC(C)CN(C(=O)CCCn2c(=S)[nH]c3ccccc3c2=O)C1 (stereo unspecified)
→ 14	18	-0.3	0	12	-6	12	-5	x	-1
CC(C)=CCC/C(C)=C/C=N/NC(=O)c1cccc([N+](=O)[O-])c1
→ -12	4	-0.3	1	38	4	4	0	x	x

In a second layout: entries from further up
molecule: Nc1ccn(CC(=O)NCCCc2ccccc2)c(=O)n1
  PrPC surface inh: -2	CCHFV vOTU inh: -4	Vc quorum ag: 0.8	3CLpro inhibitor: x	DUSP3 inh: x	Rv3671c inh: 0	Yp Topo-I inh: -7	MazEF act: 3	TcdB inh: -1.4	PriA SSB inh: -16

molecule: CC1CC(C)CN(C(=O)CCCn2c(=S)[nH]c3ccccc3c2=O)C1 (stereo unspecified)
  PrPC surface inh: 14	CCHFV vOTU inh: 18	Vc quorum ag: -0.3	3CLpro inhibitor: 0	DUSP3 inh: 12	Rv3671c inh: -6	Yp Topo-I inh: 12	MazEF act: -5	TcdB inh: x	PriA SSB inh: -1

molecule: CCOc1ccc(Br)cc1S(=O)(=O)Nc1ccc(C(=O)OCC(=O)N(C)c2ccccc2)cc1
  PrPC surface inh: 1	CCHFV vOTU inh: 11	Vc quorum ag: -2.1	3CLpro inhibitor: 1	DUSP3 inh: 13	Rv3671c inh: -23	Yp Topo-I inh: 24	MazEF act: 3	TcdB inh: x	PriA SSB inh: 4

molecule: Cc1cc(NC(=O)c2c([N+](=O)[O-])cnn2C)no1
  PrPC surface inh: -2	CCHFV vOTU inh: -19	Vc quorum ag: 1.3	3CLpro inhibitor: 1	DUSP3 inh: 26	Rv3671c inh: 8	Yp Topo-I inh: 0	MazEF act: 38	TcdB inh: x	PriA SSB inh: 2

The list is partial; count on the stated rates, not on these rows.
